GRK2 inh: compounds blocking aptamer binding on GRK2 – biochemical, human GRK2, bead flow cytometry, HTS, primary screen. inhibition of aptamer binding, % at 10 µM. FAM-aptamer displacement from GRK2. AID 488847, 2010. 0.59% of 330,000 active;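 active means inhibition of aptamer binding above 40%, roughly 3 SD of noise, on plates passing a quality check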;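 further: median bead fluorescence of bound FAM aptamer so fluorescent compounds give negative values; no value below 0 was filed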
PP1 counter: PP1-alpha phosphatase inhibitors, primary screen, counter-screen for PP5 inhibitor project, biochemical, fluorescence, OMFP substrate, single point; inhibition, % at 6.7 µM; 0.9% of 320,000 active; purified PP1alpha;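 active means inhibition above the mean inhibition of all tested compounds plus 3 SD, computed separately for each screening campaign, cut at about 15% in these data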
Target sequence (P62136 whole entry, looked up): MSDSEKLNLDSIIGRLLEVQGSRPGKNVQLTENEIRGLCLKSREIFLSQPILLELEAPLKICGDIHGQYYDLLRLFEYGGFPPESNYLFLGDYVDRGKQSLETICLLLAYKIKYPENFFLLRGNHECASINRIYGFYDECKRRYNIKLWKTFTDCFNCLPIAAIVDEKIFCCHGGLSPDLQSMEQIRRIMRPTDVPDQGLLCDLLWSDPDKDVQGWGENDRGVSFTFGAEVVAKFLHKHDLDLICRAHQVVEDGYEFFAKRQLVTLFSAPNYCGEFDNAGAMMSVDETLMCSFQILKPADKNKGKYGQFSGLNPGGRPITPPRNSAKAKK
proCasp3 act: activators of human procaspase-3 D3A mutant, primary screen, biochemical, absorbance, PC-3 D3A mutant, single concentration | Caspase-3 (Homo sapiens), P42574 | recombinant procaspase-3 D3A, Ac-DEVD-pNA absorbance 405 nm | activation, % at 8.5 µM | 0.11% of 330,000 active | AID 463141, 2010;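 active means activation above the mean of all tested compounds plus 3 SD, cut at about 21% in these data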;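 further: 0% = DMSO alone and 100% = DMSO wells spiked with extra 5 µM PC-3 D3A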
Target sequence (P42574 whole entry D9A/D28A/D175A): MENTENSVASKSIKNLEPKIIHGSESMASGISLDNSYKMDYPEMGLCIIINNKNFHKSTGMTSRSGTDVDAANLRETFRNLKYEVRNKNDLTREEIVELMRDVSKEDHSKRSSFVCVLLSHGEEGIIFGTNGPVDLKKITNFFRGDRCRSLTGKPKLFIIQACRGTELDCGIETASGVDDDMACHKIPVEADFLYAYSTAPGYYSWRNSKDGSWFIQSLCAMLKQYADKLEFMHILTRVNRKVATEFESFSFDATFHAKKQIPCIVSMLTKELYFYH
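Technique: 405 nm absorbance of p-nitroaniline, reads at 0 and 120 min; Test system: Procaspase-3 D3A mutant; Incubation: 1 h enzyme-compound preincubation, then 2 h substrate reaction, 25 °C; Repeats: singlicate, each compound tested once; Benchmarks: low control DMSO wells, high control DMSO plus 5 µM PC-3 D3A.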
VLA-4 inh: inhibition in human VLA-4 binding assay, primary screen, VLA-4 allosteric modulator project, MLPCN library, flow cytometry, VLA-4 expressing cells; 0.2% of 330,000 active; ligand binding flow cytometry; inhibition, % (about 7 µM as worked out from the volumes in the protocol); Integrin alpha-4 (Homo sapiens), P13612; in the data active means inhibition above about 50%
JMJD2C inh: inhibitors of GASC-1 histone demethylase, primary screen, biochemical, fluorescence, DELFIA europium. GST-JMJD2C(1-420) H3K9me3 demethylation. inhibition, % at 2.35 µM. 0.069% of 330,000 active;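 active means more than half of a compound's replicate wells show inhibition beyond 50%, single wells judged on their own value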;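 further: signal counts dimethyl H3K9 product captured on neutravidin plate; 0% = median of DMSO wells and 100% = 0.3 times that DMSO median; strong numbers were not always called active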
Target sequence (Q9H3R0 1-420 limits assumed): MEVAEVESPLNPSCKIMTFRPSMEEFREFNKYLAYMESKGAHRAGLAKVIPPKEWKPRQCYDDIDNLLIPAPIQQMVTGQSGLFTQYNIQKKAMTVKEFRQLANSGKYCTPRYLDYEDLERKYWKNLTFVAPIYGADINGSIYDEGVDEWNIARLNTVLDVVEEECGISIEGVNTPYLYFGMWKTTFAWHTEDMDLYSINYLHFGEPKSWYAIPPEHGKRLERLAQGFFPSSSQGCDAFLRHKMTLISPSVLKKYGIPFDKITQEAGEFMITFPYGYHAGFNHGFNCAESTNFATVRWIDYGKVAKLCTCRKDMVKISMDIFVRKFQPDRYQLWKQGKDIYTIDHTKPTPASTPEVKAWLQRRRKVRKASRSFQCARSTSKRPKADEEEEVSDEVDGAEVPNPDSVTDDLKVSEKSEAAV
proCasp7 act: procaspase-7 activators, primary screen, counter-screen for procaspase-3 activator project, biochemical, absorbance, HTS, human | Caspase-7 (Homo sapiens), P55210 | recombinant procaspase-7, Ac-DEVD-pNA absorbance 405 nm; D23A/D198A/D206A triple mutant, cannot self-cleave; scale: DMSO 0, 5 µM enzyme 100 | activation, % at 8.5 µM | 0.093% of 330,000 active | AID 463210, 2010;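 active means percent activation above the screen-wide mean plus 3 SD, cut at about 25% in these data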
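buffer or medium = Zinc-free HEPES/NaCl buffer, pH 7.4 | material = Procaspase-7 triple mutant (PC-7 D3A) | input = 2 µM procaspase-7 mutant as dispensed | signal = Epi-absorbance of released pNA at 405 nm, two timepoints | timing = 1 h preincubation, 2 h reaction | replicates = singlicate compound testing | evaluation = % activation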
CTSL1 counter: Fasciola hepatica cathepsin L1 inhibitors, primary screen, counter-screen for PFM18AAP inhibitor project, biochemical, QFRET, fluorogenic peptide substrate. recombinant F. hepatica cathepsin L1, Z-Leu-Arg-MCA fluorescence. inhibition, % at 5.96 µM. 0.49% of 300,000 active;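 active means inhibition above the mean of all tested compounds plus 3 SD, set per screening campaign, cut at about 17% in these data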;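 further: 0% = plate median of test compound wells and 100% = 1 µM Z-Phe-Ala-diazomethylketone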
HCV core dimer: inhibitors of HCV core protein dimerization, primary screen, biochemical, TR-FRET, high-throughput; TR-FRET GST/Flag-core106 dimerization, 1536-well; inhibition, % at 5 µM; 0.33% of 300,000 active; AID 1899, 2009;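 active means inhibition above the mean of all tested compounds plus 3 SD, set per screening campaign, cut at about 45% in these data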
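Assay system – GST-tagged and Flag-tagged HCV core protein residues 1-106 · Quantity – core106 proteins, GST 13.5 nM and Flag 17 nM · Benchmarks – unlabelled core106 and no-GST-core106 wells · Read-out basis – percent inhibition of core106 dimerization signal · Detection – time-resolved FRET, ex 340 nm, em 617 and 671 nm · Schedule – 4 h at 22.5 °C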
PP5 inh: PP5 phosphatase inhibitors, primary screen, biochemical, fluorescence | purified PP5c, OMFP substrate fluorescence | AID 1987, 2009 | inhibition, % at 6.7 µM | 0.18% of 320,000 active | Serine/threonine-protein phosphatase 5 (Homo sapiens), P53041;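 active means inhibition above the campaign's mean inhibition across all tested compounds plus 3 SD, cut at about 9.5% in these data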;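 further: 0% = DMSO only and 100% = 100 µM cantharidin control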
The depositor's hits bear a star; · = not tested or not shown.

SMILES	GRK2 inh	PP1 counter	proCasp3 act	VLA-4 inh	JMJD2C inh	proCasp7 act	CTSL1 counter	HCV core dimer	PP5 inh
CC(C)NC(=O)N(Cc1ccc(Cl)cc1)Cc1cccs1	0.0	-2.3	12.3	6.8	1.4	6.5	-5.0	-2.7	0.6
COc1nnc(-c2ccc(N3CCCCC3)c(NC(=O)C3CCCCC3)c2)c2ccccc12	0.0	-0.9	1.1	-0.4	-1.1	-3.2	-3.4	4.3	0.4
O=C(NC(=S)NNC(=O)c1ccccc1O)c1ccco1	1.0	1.2	-19.4	35.3	13.5	-11.9	4.3	-1.1	0.1
CCCC(=O)Nc1sc(C(=O)OC)c(C)c1C(N)=O	0.0	-0.3	-0.7	6.1	-4.7	-5.2	-0.3	6.8	0.8
Cc1nc(CN(C)C(=O)c2cc(COc3ccc4ncccc4c3)on2)cs1	0.0	-0.1	-1.2	5.6	6.4	11.9	2.3	1.4	6.8
C=CCN(CC(=O)NCc1ccccc1)C(=O)c1csnn1	0.0	-3.1	-0.5	1.2	11.8	-6.5	-0.6	4.3	-1.1
COc1ccccc1CC(=O)N1CCCC(CCC(=O)NCc2ccccc2F)C1 (centres undefined)	1.0	-2.9	2.9	-4.7	-3.8	2.6	-2.7	0.3	0.3
O=C(CN1C(=O)c2ccccc2S1(=O)=O)N1CCc2ccccc2C1	4.0	0.3	1.4	17.1	-2.0	7.9	-7.4	-3.6	-1.6
Cc1ccc(OCC(=O)N/N=C/c2cccn2C)cc1	1.0	-0.7	7.8	6.0	23.8	0.6	-1.4	-3.0	1.2
O=C(Cc1c[nH]c2ccccc12)N[C@@H](Cc1c[nH]c2ccccc12)C(=O)O	0.0	-1.3	3.4	3.8	-2.5	4.5	-4.0	-9.9	0.8
Cc1c(C)n(C(=O)CN2CCC(C(N)=O)CC2)c2ccccc12	0.0	-2.5	10.1	9.5	-0.4	-8.5	-0.9	-5.1	1.3
COc1cc(CCC(=O)OCC(=O)Nc2c(C)cc(C)cc2C)cc(OC)c1OC	0.0	0.6	5.4	-0.8	2.7	-8.4	-13.9	-9.5	0.4

Continued; the last 2 above are carried over.
SMILES	GRK2 inh	PP1 counter	proCasp3 act	VLA-4 inh	JMJD2C inh	proCasp7 act	CTSL1 counter	HCV core dimer	PP5 inh
Cc1c(C)n(C(=O)CN2CCC(C(N)=O)CC2)c2ccccc12	0.0	-2.5	10.1	9.5	-0.4	-8.5	-0.9	-5.1	1.3
COc1cc(CCC(=O)OCC(=O)Nc2c(C)cc(C)cc2C)cc(OC)c1OC	0.0	0.6	5.4	-0.8	2.7	-8.4	-13.9	-9.5	0.4
Cc1ccc(NNC(=O)c2c(C)noc2C)cc1Cl	0.0	3.6	-0.5	0.6	11.4	1.3	2.6	-1.9	2.3
CCOc1ccc(NC(=O)Cc2ccccc2)c([N+](=O)[O-])c1	5.0	2.4	1.9	1.6	11.6	-12.1	-1.6	7.7	3.6
Cc1ccc(C(=O)Nc2cccc(S(=O)(=O)N3CCOCC3)c2)cc1[N+](=O)[O-]	3.0	1.3	8.8	3.4	9.9	4.6	-2.8	-1.8	2.2
COc1ccc(OC2CCN(S(=O)(=O)c3ccccc3)CC2)cc1	1.0	1.2	3.9	-17.8	-1.0	-10.7	-5.4	0.5	2.2
CC(/C=C/c1ccccc1)=N/O	0.0	3.8	-0.8	4.3	-6.5	8.5	-2.3	-1.2	3.6
COc1ccccc1/C(C)=N/NC(=S)NCc1ccccc1	0.0	1.4	-2.0	-11.1	6.8	5.0	14.6	-1.6	-0.3
Fc1ccc(NCc2cn3ccccc3n2)cc1	0.0	0.0	3.1	7.7	-14.2	-1.6	-2.0	-2.7	2.3
O=C(O)C1CC=CCC1C(=O)NCCCN1CCCC1=O (centres undefined)	1.0	0.5	2.9	11.9	1.0	-1.9	0.5	-3.0	0.5
CN1CCCC(OC(=O)c2cccc(Br)c2)C1 (centres undefined)	0.0	-1.3	-1.3	2.0	10.1	-0.7	-4.1	0.0	-1.5
CN1CCN(CCOc2cccc(Cl)c2)CC1	36.0	-4.8	3.3	-5.8	95.9	4.3	-2.2	-5.1	-0.3
Cc1ccc(SCC(=O)Nc2ccc(N3CCN(C)CC3)c(F)c2)cc1	0.0	1.0	-1.3	-2.2	1.1	6.4	1.1	-1.5	0.0
O=C(CNc1ccccc1)N/N=C/c1c[nH]c2ccccc12	0.0	-5.1	-2.9	-1.8	4.9	1.6	-0.3	0.7	3.7
CN(C(=O)CSc1ncnc2sccc12)C1CCS(=O)(=O)C1 (centres undefined)	5.0	-3.0	8.5	17.1	3.7	4.8	·	·	1.1
Cc1nc2c3cc(F)ccc3n(Cc3ccc(F)cc3)c2s1	0.0	-0.9	-4.1	-9.4	7.8	-10.5	-0.7	2.2	1.4
CCOc1ccccc1N(CC(=O)Nc1ccccc1C(=O)O)S(C)(=O)=O	0.0	-3.0	11.1	-3.0	4.9	8.7	0.4	-1.0	-1.3
Cc1ccc(-c2nn(C)c(=O)c3ccccc23)cc1CNS(C)(=O)=O	2.0	-0.6	-1.6	8.1	5.0	8.7	-4.7	10.0	0.0
c1ccc(-c2nc(NCCCn3ccnc3)c3ccccc3n2)cc1	1.0	1.1	-2.2	7.1	-16.3	2.3	0.6	1.1	1.6
O=C(CN1C(=O)c2ccccc2C1=O)NC1CCC(O)CC1 (centres undefined)	0.0	-0.6	10.2	7.1	-3.7	1.7	·	·	-0.7
COc1ccc(/C=C2\CCCC3C2=NN(C(=O)c2scnc2C)C3c2ccc(OC)cc2)cc1 (centres undefined)	2.0	-0.9	1.6	15.0	2.4	4.5	-20.4	4.2	4.7
CCSc1nc2nn(-c3ccccc3)c(=O)c-2c2n1CCCCC2	0.0	-8.8	-2.6	-10.1	4.0	-6.3	9.9	7.0	0.7
COc1ccc(Cn2nnnc2C(c2ccc(N(C)C)cc2)N2CCC(C)CC2)cc1 (centres undefined)	1.0	0.8	-4.3	6.8	-7.3	-0.6	1.5	8.5	4.4
C[C@H](NC(=O)[C@@H]1Cc2ccccc2CN1C(=O)OC(C)(C)C)C(=O)NCC1CCCO1 (some centres undefined)	2.0	-1.8	-0.9	17.8	5.8	9.8	-1.7	-3.5	-1.1
O=S(=O)(Nc1ccc(Cc2ccncc2)cc1)c1cccs1	2.0	0.4	8.4	17.7	0.8	3.1	-0.1	1.9	3.2
COc1ccc(CCNC(=O)c2cc([N+](=O)[O-])ccc2N2CCOCC2)cc1	3.0	-4.0	4.3	18.1	-0.6	0.3	-2.5	-4.7	-0.6
COc1ccc(S(=O)(=O)N2CCOCC2)cc1NC(=O)COc1ccc2ccc(=O)oc2c1	3.0	·	3.2	-8.9	9.4	4.9	·	·	·
O=C(NCc1cccnc1)c1ccccc1-c1nc(-c2ccccc2)no1	0.0	1.1	-1.6	-5.2	6.4	-1.9	-1.9	-15.4	-0.1
COC(=O)CCN1CCN(S(=O)(=O)c2ccc3c(c2)OCCO3)CC1	1.0	-5.2	4.3	-0.4	5.2	4.7	·	·	2.5
COc1c(Cl)cc(C(=O)NN)cc1Cl	3.0	-2.1	7.9	12.0	-2.2	-1.1	5.9	-0.3	3.0
COc1ccc(C(=O)N(Cc2ccccc2)Cc2cc3cc4c(cc3[nH]c2=O)OCCO4)cc1	3.0	-2.6	2.4	-2.5	-27.9	9.0	4.3	8.7	0.6
Cc1nc(SCC(=O)c2ccc(Cl)cc2)c([N+](=O)[O-])[nH]1	1.0	0.2	-8.2	-3.6	-6.2	2.7	6.5	1.2	0.2
C=CCNC(=O)c1ccc2nc(Cc3ccc(OC)cc3)oc2c1	0.0	5.4	-4.4	-8.8	4.0	0.7	7.8	-4.3	3.5
Nc1ncn(CC(=O)c2ccccc2)n1	5.0	-2.1	5.8	14.3	-2.1	-15.9	4.2	-4.7	2.7
CN(C)CCOC(=O)C12CC3(C)CC(C)(CC(C)(C3)C1)C2	1.0	3.4	-3.9	10.2	2.8	-4.0	-5.2	-1.2	1.8
O=C(CCCN1C(=O)S/C(=C/C=C/c2ccccc2)C1=O)Nc1ccc(C(=O)O)cc1	3.0	3.5	-1.6	0.0	3.6	-1.1	4.4	14.3	2.9
CC(=O)N1CCC(=NNc2ncc(C(F)(F)F)cc2Cl)CC1	0.0	0.4	9.6	15.2	-4.8	3.3	-2.2	-4.3	-0.2
Cc1cc(NC(=O)CSc2nnc(C3CC3)n2-c2ccccc2)no1	0.0	-0.3	6.7	-13.0	-6.0	4.0	-0.3	-1.8	4.9
COc1ccc(Br)cc1S(=O)(=O)NCCc1cccs1	0.0	·	-2.5	14.4	3.6	-1.8	·	·	·
COC(=O)CN1C(CN2CCOCC2)=Nc2ccc(Br)cc2C1c1ccccc1 (centres undefined)	2.0	0.2	-5.0	5.6	2.5	-9.6	5.4	1.9	-1.0
C=CCSC1=N/C(=C\c2cc(OCC)c(OC(C)=O)c([N+](=O)[O-])c2)C(=O)S1	12.0	3.2	-8.3	5.8	0.2	-21.8	3.5	-2.0	2.3
C=CCN1C(=O)CN=C1Nc1cc(C)ccc1C	3.0	-0.7	-2.4	11.9	-0.8	3.1	-1.6	-1.6	-1.3
CCOC(=O)Cc1csc(NC(=O)/C=C\c2ccccc2)n1	0.0	1.6	8.8	16.6	173.4	9.2	-1.0	2.6	0.3
Cc1cccc(C(=O)O/N=C(\c2ccccc2)c2cccnc2)c1	3.0	0.1	3.9	-2.4	-8.7	10.8	-3.6	1.9	1.4
Cc1ccc(CNC(=O)c2ccc3c(c2)NC(=O)C(N2CCOCC2)S3)cc1 (centres undefined)	2.0	-1.9	1.4	-6.5	2.2	-5.2	-3.8	-4.0	2.1
CNC(=S)/N=C/NOCc1ccc(Cl)cc1Cl	1.0	0.0	-5.7	1.6	20.5	-8.7	-4.1	-4.9	2.6
CN(C)C(=O)c1ccccc1Sc1cc(Cl)ccc1Cl	2.0	-1.6	1.5	-6.8	-0.3	3.7	-1.1	2.0	2.5
O=C(c1ccccc1Sc1ccc([N+](=O)[O-])cc1Cl)N1CCOCC1	2.0	-1.6	-2.1	-1.9	2.9	3.9	0.7	-3.0	3.4
O=C(COc1coc(CN2CCc3ccccc3C2)cc1=O)Nc1ccccc1F	0.0	-3.5	9.7	8.9	-0.9	11.5	2.3	2.6	0.9

Screens from PubChem BioAssay.
